S3 lipid droplet – qHTS Assay for Lipid Storage Modulators in Drosophila S3 Cells; Drosophila S3 cells, BODIPY lipid droplet fluorescence, 18-24 h; cells fed with added oleic acid; lipid storage change, negative = inhibition, % at the top dose, mostly 46.1 µM; hits show Potency in µM; 320,000 tested, 0.64% active; AID 2685; active = well fitted inhibition curve with a large enough effect in the signal ratio, with a control signal flat, not every such curve was filed as active; inconclusive = small, poorly fitted or top-dose-only effect, or effect the other way, or a change in a side signal; the % refers to the signal ratio
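Laser-scanning cytometry quantifies lipid droplet accumulation (500–530 nm total intensity; droplet/cell object ratio) in oleic acid-fed (400 uM added) Drosophila S3 cells treated with a concentration series. 20 uM Triacsin C defined 100% inhibition.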
S3 lipid droplet cell count max – recorded beside S3 lipid droplet, whose call it bears; cell number change, %; measured here: cell count max response;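 cells counted by Cell Tracker Red CMTPX staining in the red channel; peak over a dose series mostly up to 46.1 µM; percent activity relative to internal control wells on each plate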
* marks the source's active call; other numbers are inactive results; i = inactive; ? = inconclusive; . = no result given. % is set by controls: 0 for no effect and ±100 for the full control effect; potency is the fitted concentration of half-maximal effect.

SMILES | S3 lipid droplet | S3 lipid droplet cell count max
CC(CN1CCOCC1)c1ccccc1 (stereo not given) | -10% | -8
O=C(CC1CCCC1)Nc1ccc2c(c1)CCC2 | 2% | .
COc1ccc(C(=O)NC2CCN(Cc3c(F)cccc3Cl)CC2)cc1OC | 7% | 0
Nc1[nH][nH]c(=O)c1N=Nc1ccc2c(c1)OCO2 | ? | .
O=C(CCN1CCN(C/C=C/c2ccccc2)CC1)Nc1ccc(Cl)cc1 | ? | .
CCOc1ccc(CCNC(=O)COC(=O)c2nc(Cl)ccc2Cl)cc1OCC | ? | .
COc1ccc(NC(=O)Cc2csc(NC(=O)Nc3ccccc3OC)n2)c(OC)c1 | ? | .
CCOc1ccc(N(CC(=O)NC2CCCCCC2)S(=O)(=O)c2ccccc2)cc1 | i | 24
COC(=O)[C@@]1(Cc2ccc(OC)cc2)[C@H]2c3cc(C(=O)N(C)C)[nH]c3C[C@H]2CN1C(=O)c1ccccc1 | -7% | 5
CC1CCC(C(=O)NC(C(=O)N2CCc3ccccc3C2)C(C)C)CC1 (stereo not given) | i | 18
CC1(C)CC(=O)C(Sc2ccc(Br)cc2)=C(O)C1 | ? | .
O=[N+]([O-])c1cccc(-c2noc(-c3cccs3)n2)c1 | 0% | 12
CCc1ccc(NC(=O)CSc2nnc(CNC(=O)c3cccs3)o2)cc1 | i | -16
COc1cccc(NC(=O)Nc2cc(C(=O)O)ccc2C)c1 | 0% | -13
CCC(C)(C)NC(=O)C(C)OC(=O)c1nsc(Cl)c1Cl (stereo not given) | -3% | -10
Cc1nc(CS(=O)(=O)c2ccccn2)sc1C(=O)NNC(=O)c1ccccc1 | 19% | .
CN(C)c1ccc(C(CNC(=O)c2ccccc2)c2c[nH]c3ccccc23)cc1 (stereo not given) | 23% | -3
C/C(=N\NC(=O)c1nnn(-c2nonc2N)c1-c1ccccc1)c1ccccc1O | ? | .
Cc1ccc(CN2CC(C(=O)N(C)CC(=O)Nc3cccc(F)c3)CC2=O)cc1 (stereo not given) | ? | .
CC(=O)c1ccc(S(=O)(=O)N2CCC(NC(=O)c3ccccc3)CC2)cc1 | i | .
CN(CC(=O)N1CCN(c2ccc(F)cc2)CC1)S(=O)(=O)c1ccc(F)cc1 | ? | .
CCCOc1cccc(-c2cc(C(=O)NN)c3ccccc3n2)c1 | 3% | -4
CCOCCCNC(=O)CN1C(=O)/C(=C/c2ccccc2)Sc2ccccc21 | ? | .
CN(c1ccccc1)S(=O)(=O)c1cccc(C(=O)OCC(=O)NCc2ccc3c(c2)OCO3)c1 | 11% | -1
CSCCC(NC(=O)c1ccccc1Br)C(=O)N1CCC(C)CC1 (stereo not given) | -1% | 5
COc1ccc(Cl)cc1NC(=O)CN1C(=O)CCS(=O)(=O)c2ccccc21 | 0% | 18
Nc1nnc(SCC(=O)N2CCCCC2)s1 | ? | .
COc1ccc(S(=O)(=O)N2CCN(C)CC2)cc1Br | ? | .
O=C(N/N=C/c1sc(=O)n(-c2ccccc2)c1Cl)c1ccncc1 | 16% | 13
O=C(c1cccnc1Cl)N1CCOCC1 | ? | .
CCn1nnnc1SCC(=O)Nc1nc2ccccc2s1 | -4% | 10
COc1cccc(CNC(=O)Cn2ccc3cc(S(=O)(=O)N4CCCC4)ccc32)c1 | ? | .
Cc1nc(N2CCN(C)CC2)c2c(C)c(C(=O)Nc3ccc(C)c(F)c3)sc2n1 | ? | .
O=c1[nH]c(=O)n(C2C[C@H](O)[C@@H](CO)O2)cc1C(F)(F)F (stereo not given in full) | ? | .
CC(NC(=O)COc1ccccc1)C(=O)OCC(=O)c1cc2ccccc2o1 (stereo not given) | 18% | -5
CCOC(=O)N1CCN(c2c(N3CCN(c4ccc(F)cc4)CC3)c(=O)c2=O)CC1 | -8% | 4
O=C(NCc1ccccc1)Nc1cccn(Cc2ccccc2F)c1=O | ? | .
O=S1(=O)NC(=NCC(c2ccco2)N2CCCCC2)c2ccccc21 (stereo not given) | -4% | 14
COCC(C)NC(=O)c1cc2c(ccc3ccccc32)oc1=O (stereo not given) | -13% | 7
CCOC(=O)Oc1ccc(C(=O)OCCCN(C)C)cc1OC | -20% | .
CC(=O)c1ccc(OCC(=O)NCC(c2ccco2)N2CCCCC2)cc1 (stereo not given) | 5% | 8
Cc1ccc(C)c(NC(NC(=O)c2cccnc2)C(Cl)(Cl)Cl)c1 (stereo not given) | ? | .
CCOc1ccccc1NS(=O)(=O)c1cccc2nsnc12 | ? | .
Cc1cccc(C)c1NC(=O)CN(C)C(=O)CSCc1c(C)noc1C | ? | .
Cc1ccc(/C=N\NC(=O)CC(=O)NCCc2ccccc2)cc1 | ? | .
Cc1cc(C)c(S(=O)(=O)N2CCN(c3ccccc3)CC2)c(C)c1 | 4% | 8
Cc1c(Cc2c(Cl)cccc2Cl)c(=O)ccn1C(C)c1ccccc1 (stereo not given) | -2% | 1
Cc1ccc(NC(=O)CN(C)C(=O)Cc2ccc3c(c2)CCC3)cc1 | ? | .
COc1ccccc1CC(=O)Nc1ccc(NC(=O)c2cccs2)cc1 | 3% | 10
N#C/C(=C/c1cn[nH]c1-c1ccc(Br)cc1)C(=O)O | -3% | 0

Following part.
SMILES | S3 lipid droplet | S3 lipid droplet cell count max
CS/C(N)=N/C(=S)Nc1cccc(Cl)c1 | 7% | 20
O=C(CCc1ccccc1)NCc1ccccn1 | ? | .
COc1ccc(-c2cc(C(=O)N3CCN(Cc4ccc5c(c4)OCO5)CC3)on2)cc1OC | i | -7
CCCCC(=O)Nc1c(-c2cccc(OC)c2)c(=O)c2ccccc2n1C | i | .
CCOC(=O)c1cnc(-n2nc(C)cc2C)nc1Nc1cccc(C(=O)O)c1 | ? | .
CCOC(=O)c1ccc(S(=O)(=O)Nc2cc(C(=O)O)ccc2Cl)cc1 | -25% | -5
CC(C)Sc1nnc([C@H](Cc2ccccc2)NC(=O)OC(C)(C)C)o1 | -2% | 13
Cc1cc(=O)oc2cc(OC(C)C(=O)Nc3nccs3)ccc12 (stereo not given) | ? | .
O=C(Cn1cc(C(F)(F)F)cc(Cl)c1=O)Nc1cccc(Cl)c1 | 13% | 6
Cc1oc(-c2ccccc2Cl)cc1-c1nn2c(-c3ccco3)nnc2s1 | ? | .
COCCn1c(C)cc(C(=O)COC(=O)c2[nH]c(C)c(C(C)=O)c2C)c1C | ? | .
COc1ccc(S(=O)(=O)Nc2ncccc2C)c2ccccc12 | ? | .
CCOc1ccc(NC(=O)N(C2CCCCCC2)C2CCN(C(C)=O)CC2)cc1 | 5% | 4
O=C(NC(C(=O)c1ccccc1)N1CCOCC1)c1ccccc1 (stereo not given) | 8% | -12
O=C(c1ccc(NS(=O)(=O)c2ccccc2)cc1)N1CCCCCC1 | ? | .
CCCCN1C(=O)C(=O)N(CC(=O)Nc2ccc(C(N)=O)cc2)C1=O | ? | .
Cc1nn(CC(=O)N2CCc3ccccc3C2)c(C)c1[N+](=O)[O-] | i | .
O=C(Nc1cc(Cl)ccc1O)c1snnc1-c1ccccc1 | -7% | 19
CCO[C@@H]1OC(C(=O)N2CCOCC2)=C[C@H](C)[C@H]1CCCO | 0% | -2
Nc1nc(N)nc(-c2cc([N+](=O)[O-])ccc2O)n1 | 0% | -17
COc1ccccc1NC(=O)NC1(C)CCS(=O)(=O)C1 (stereo not given) | i | 7
CN(C(=O)COC(=O)CSc1ccc(C(N)=O)cc1[N+](=O)[O-])C1CCCCC1 | ? | .
C[n+]1cc(C(=O)N2CCCCC2)ccc1/C=C/c1c[nH]c2ccccc12 | ? | .
Cc1ccc(N2C(=O)CC3(CCCC3)CC2=O)cc1 | -3% | -9
c1ccc(Oc2cnc3ccccc3n2)cc1 | 9% | -12
COc1cc(C(=O)N2CCN(C/C=C/c3ccccc3)CC2)cc(OC)c1C | ? | .
Cc1cccc(OCc2nnc(N)s2)c1 | i | 14
COc1cc(C(=O)NCc2cccc3ccccc23)ccc1OCc1ccccc1 | ? | .
Cc1cc(C)nc(NS(=O)(=O)c2ccc(NS(=O)(=O)c3ccsc3)cc2)n1 | 13% | .
CCOC(=O)C1=NN(C(=O)COc2ccccc2)C(O)(c2ccc(Br)cc2)C1 (stereo not given) | ? | .
Cc1cc(C)n(S(=O)(=O)c2ccc(C(C)(C)C)cc2)n1 | ? | .
CCCCNC(=O)Nc1nc2ccccc2s1 | ? | .
COc1ccc([N+](=O)[O-])cc1N(CC(O)Cn1nnc2ccccc21)S(=O)(=O)c1ccc(C)cc1 (stereo not given) | ? | .
Oc1ccc(Br)cc1C=Nc1ccc(Cl)cc1 | -4% | -3
COc1ccccc1NC(=S)NCCC(c1ccccc1)c1ccccc1 | -9% | 21
O=S(=O)(c1ccc(N=C2NN=C(c3cc(F)ccc3F)CS2)cc1)N1CCOCC1 | ? | .
Cc1ccc(Cl)cc1N1CCN(S(=O)(=O)c2cnc[nH]2)CC1 | ? | .
CCN(C(=O)c1cnc2scc(C)n2c1=O)c1ccccc1C | ? | .
CCCn1c(CC)nc([N+](=O)[O-])c1S(=O)(=O)c1ccccc1 | ? | .
CC(=O)Nc1ccc(S(=O)(=O)NCCNC(=O)c2ccccc2F)cc1 | i | .

Quoted at random: 2 entries already listed, in no set order.
SMILES | S3 lipid droplet | S3 lipid droplet cell count max
CC(=O)Nc1ccc(S(=O)(=O)NCCNC(=O)c2ccccc2F)cc1 | i | .
CCCn1c(CC)nc([N+](=O)[O-])c1S(=O)(=O)c1ccccc1 | ? | .

The list continues.
SMILES | S3 lipid droplet | S3 lipid droplet cell count max
CCOC(=O)c1[nH]c2ccc(F)cc2c1NC(=O)CN1CCN(C/C=C/c2ccccc2)CC1 | ? | .
CC(=O)Nc1ccc2nc3ccccc3nc2c1 | ? | .
N#CCCCn1c(-c2ccccc2)noc1=O | -1% | -3
CCN(CC)S(=O)(=O)c1ccc(C)c(NC(=O)CN(C)C)c1 | 9% | 0
CC(=O)NCc1ccc(-c2csc(NC(=O)CCCc3nc4ccccc4c(=O)[nH]3)n2)cc1 | ? | .
CCCCOc1ccc(C2CCC(C(C)=O)C(C)C2)cc1 (stereo not given) | 10% | 13
COC(=O)C1=CNC=C(C(=O)OC)C1c1cccc(OC)c1 | 4% | -1
CCOc1ccc(S(=O)(=O)N2CCc3ccccc3C2)cc1 | ? | .
COc1ccc(OC)c(NC(=O)CSc2nc(=O)n(CCN3CCOCC3)c3c2CCC3)c1 | 24% | .
COc1ccc(OCCNC(=O)c2cccc(Oc3ccc(C(F)(F)F)cc3[N+](=O)[O-])c2)cc1 | ? | .
CCOC(=O)C1C(=O)OC(C)(C)C1C(CC)C(=O)c1c(C)cc(C)cc1C (stereo not given) | ? | .
COC(=O)CSc1nc2cc(OC)ccc2n1C | 11% | 1
CCOC(=O)c1oc2ccc(S(=O)(=O)Nc3ccc4c(c3)n(C)c(=O)n4C)cc2c1C | ? | .
Cc1nnc(SCC2=C(C(=O)O)N3C(=O)C(NC(=O)Cn4nc(C(F)F)cc4C)C3SC2)s1 (stereo not given) | ? | .
Cc1ccccc1-c1cc(C(=O)O)n(CC2CC(c3cccnc3)=NO2)n1 (stereo not given) | ? | .
CNS(=O)(=O)c1cccc(C(=O)OCC(=O)N(CCC#N)c2ccccc2)c1 | ? | .
O=C(NCc1ccccn1)C1CCN(S(=O)(=O)c2cc(Cl)ccc2Cl)CC1 | 1% | -8
CN(C)C(=O)Cn1nc(-c2ccccc2)c2ccccc2c1=O | i | 13
CCOC(=O)c1ccc(S(=O)(=O)NNC(=O)c2ccc3c(c2)nc(C)n3CC)cc1 | ? | .
Clc1ccc(-c2nc3ccccn3c2CN2CCCCC2)cc1 | ? | .

Whole records as entered above:
Shown for Clc1ccc(-c2nc3ccccn3c2CN2CCCCC2)cc1 → S3 lipid droplet: ?; S3 lipid droplet cell count max: .
Shown for CC(=O)c1ccc(OCC(=O)NCC(c2ccco2)N2CCCCC2)cc1 (stereo not given) → S3 lipid droplet: 5%; S3 lipid droplet cell count max: 8
Shown for CSCCC(NC(=O)c1ccccc1Br)C(=O)N1CCC(C)CC1 (stereo not given) → S3 lipid droplet: -1%; S3 lipid droplet cell count max: 5

Next results
SMILES | S3 lipid droplet | S3 lipid droplet cell count max
COc1ccc(NC(=O)CNC(=O)Cc2ccccc2)cc1 | ? | .
COc1cc(CCC(=O)OCC(=O)N(CC(C)C)C2CCS(=O)(=O)C2)cc(OC)c1OC (stereo not given) | ? | .
N#Cc1c(-c2ccc3c(c2)OCO3)csc1N | ? | .
COc1ccc(/C(N)=N/OC(=O)CN(C)S(=O)(=O)c2ccc(C)cc2)cc1 | 14% | 8
Cc1ccc(C(=O)COC(=O)COc2ccccc2C)cc1 | i | .
O=C(O)c1ccc(N2CC3CC(C2)c2cccc(=O)n2C3)c(NS(=O)(=O)c2cccc(C(F)(F)F)c2)c1 (stereo not given) | ? | .
COCCNC(=O)C1CCC(CNS(=O)(=O)c2ccccc2)CC1 (stereo not given) | 0% | 7
Cc1cc(N/N=C/c2ccc(O)cc2)nc(NS(=O)(=O)c2ccccc2)n1 | ? | .
CCOc1ccc(Cl)cc1S(=O)(=O)N1CCC(C(=O)NCc2ccco2)CC1 | ? | .

A draw from above in order of SMILES length, smallest number first:
SMILES | S3 lipid droplet | S3 lipid droplet cell count max
COc1ccc(NC(=O)CNC(=O)Cc2ccccc2)cc1 | ? | .
Cc1cc(N/N=C/c2ccc(O)cc2)nc(NS(=O)(=O)c2ccccc2)n1 | ? | .
COc1ccc(/C(N)=N/OC(=O)CN(C)S(=O)(=O)c2ccc(C)cc2)cc1 | 14% | 8
COc1cc(CCC(=O)OCC(=O)N(CC(C)C)C2CCS(=O)(=O)C2)cc(OC)c1OC (stereo not given) | ? | .
O=C(O)c1ccc(N2CC3CC(C2)c2cccc(=O)n2C3)c(NS(=O)(=O)c2cccc(C(F)(F)F)c2)c1 (stereo not given) | ? | .

Bioassay records from PubChem.

This is a subset; the hit share may differ from the screen's.
